Source: PubChem BioAssay
Pemphigus Ab inh: inhibitors of pemphigus antibody binding to DSG3, primary screen, biochemical, bead-based, flow cytometry, scFv-GFP; actives 0.48% (n = 310,000); Desmoglein-3 (Homo sapiens), P32926; binding (percent of control), % at 10 µM; AID 588358, 2011; DSG3-coupled beads, scFv-anti-DSG3-GFP binding; active compounds read low;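 active = binding more than 3 SD below its plate's average and above zero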;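 also: hits lower antibody fragment binding to DSG3; some compounds called inactive have numbers as strong as hits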
Arrestin-AP2 inh: inhibitors of beta-arrestin/AP2 binding, primary screen, biochemical, GPCR trafficking, flow cytometry | actives 0.31% (n = 340,000) | inhibition, % at 10 µM | beta-arrestin 1 C-terminal peptide binding to AP2 beta2-adaptin appendage (human) | FITC-arrestin peptide / GST-AP2 beads; AP2 beta2 appendage carries R879A mutation;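 active = inhibition above a set limit, near 3 SD of compounds lacking own fluorescence, cut at about 54% in these data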;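 also: plate controls were DMSO wells for no effect and 5 µM unlabelled arrestin peptide for full effect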
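test system = AP2 appendage R879A on GSH beads | buffer or medium = PBS plus Tween 20 (0.05%) and BSA (0.1%) | incubation = 12 min plus 1 h, RT | detection = bead flow cytometry, FITC channel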
NSD2 inh: NSD2 histone methyltransferase inhibitors, primary screen, biochemical, AlphaScreen, single concentration, set 2; inhibition, % at 12.5 µM; actives 0.54% (n = 310,000); NSD2 peptide methylation, 120 min; Histone-lysine N-methyltransferase NSD2 (Homo sapiens), O96028; in the data active = inhibition above about 50%
RTF Ca sens inh: cardiac RTF calcium sensitivity inhibitors, primary screen, biochemical, IANBD-TnC fluorescence, EC70 calcium. Troponin I, cardiac muscle (Homo sapiens) + Troponin T, cardiac muscle (Homo sapiens) + …. IANBD-labeled cardiac RTF, Ca2+ fluorescence. inhibition, % at 7.15 µM. actives 0.12% (n = 340,000). AID 493244, 2011;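 active = inhibition above the mean inhibition of all tested compounds plus 3 SD, cut at about 17% in these data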;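 also: assay run at fixed EC70 calcium of 1.6 mM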
CAL PDZ FP-1: CAL PDZ peptide-binding inhibitors, primary screen, biochemical, fluorescence polarization, Cer-tagged CAL PDZ, HTS; Golgi-associated PDZ and coiled-coil motif-containing protein (Homo sapiens), Q9HD26; purified CAL PDZ, TMR-peptide fluorescence polarization, 1 h; inhibition, % at 20 µM; actives 0.02% (n = 330,000); AID 504414, 2011;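 active = highest replicate inhibition of at least 40%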;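 also: plate controls were DMSO neutral control wells for no effect and unlabeled competitor peptide control wells for full effect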
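Material: tagged CAL PDZ domain; buffer or medium: 25 mM sodium phosphate pH 7.4, 150 mM NaCl, TCEP, IgG, Thesit; compound dosing: single point, 20 µM; schedule: 1 h incubation at room temperature before polarization reading; measured by: FP readout, S and P plane fluorescence; read-out basis: percent inhibition from loss of millipolarization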
DAGLB inhibitor: DAGLB lipase inhibitors, primary screen, biochemical, fluorescence, HTS | Diacylglycerol lipase-beta (Homo sapiens), Q8NCG7 | HEK293T DAGLB membrane lysate, EnzChek fluorogenic substrate | inhibition, % at 5.17 µM | actives 0.059% (n = 340,000) | AID 504411, 2011; in the data active = inhibition above about 34%;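 also: 0% = enzyme with vehicle and 100% = wells lacking enzyme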
Target sequence (Q8NCG7 whole entry, looked up): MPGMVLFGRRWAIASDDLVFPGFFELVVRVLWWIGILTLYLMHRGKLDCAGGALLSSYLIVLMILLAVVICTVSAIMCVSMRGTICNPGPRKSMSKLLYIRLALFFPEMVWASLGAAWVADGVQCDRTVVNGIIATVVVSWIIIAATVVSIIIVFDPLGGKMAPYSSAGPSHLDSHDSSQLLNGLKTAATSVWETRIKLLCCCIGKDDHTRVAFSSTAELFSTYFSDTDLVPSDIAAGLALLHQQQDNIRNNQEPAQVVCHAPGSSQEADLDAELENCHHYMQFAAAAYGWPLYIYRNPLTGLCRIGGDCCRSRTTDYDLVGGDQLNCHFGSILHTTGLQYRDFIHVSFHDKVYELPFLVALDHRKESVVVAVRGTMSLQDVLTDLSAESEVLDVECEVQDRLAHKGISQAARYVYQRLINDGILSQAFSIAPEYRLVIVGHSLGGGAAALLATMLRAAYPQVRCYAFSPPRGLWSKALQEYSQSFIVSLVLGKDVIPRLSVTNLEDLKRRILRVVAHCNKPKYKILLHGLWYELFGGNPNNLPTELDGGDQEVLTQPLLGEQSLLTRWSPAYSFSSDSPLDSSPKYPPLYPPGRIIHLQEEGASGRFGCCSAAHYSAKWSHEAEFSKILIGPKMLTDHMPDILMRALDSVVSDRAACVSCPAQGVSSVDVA
LANA DNA inh: inhibitors of KSHV C-LANA binding to DNA, primary screen, biochemical, fluorescence polarization, FAM-LBS DNA, MBP-C-LANA, single point; inhibition, % at 9 µM; actives 0.078% (n = 340,000); AID 504423, 2011;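 active = highest replicate inhibition at or above 60% at 9 µM, even if other replicates fall short; inactive = all replicates below 60% inhibition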;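 also: 0% = neutral control wells and 100% = 4 µM acridine orange control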
CAL PDZ FP-2: untagged CAL PDZ binding inhibitors, primary screen, biochemical, fluorescence polarization, HTS | Golgi-associated PDZ and coiled-coil motif-containing protein (Homo sapiens), Q9HD26 | purified CAL PDZ, TMR-peptide fluorescence polarization, 1 h | inhibition, % at 24.9 µM | actives 0.92% (n = 300,000) | AID 602252, 2012;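 active = mean inhibition of at least 30% with at least half of replicates also reaching 30%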;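 also: 0% = DMSO neutral control and 100% = excess unlabeled competitor peptide PRC23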
Keap1 Nrf2 FP: Keap1-Nrf2 protein-protein interaction inhibitors, primary screen, biochemical, fluorescence polarization, single point. Kelch-like ECH-associated protein 1 (Homo sapiens), Q14145. Keap1 Kelch-Nrf2 peptide fluorescence polarization, 1536-well. inhibition, % at 9.4 µM. actives 0.15% (n = 340,000). AID 504523, 2011; in the data active = inhibition above about 12%;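 also: human Keap1 Kelch domain with fluorescein labeled Nrf2 9mer peptide probe; 0% = neutral control wells and 100% = peptide positive control; higher means more block of Keap1 binding to Nrf2 peptide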
V-ATPase pH: regulators of yeast V-ATPase proton pumping, primary screen, pHLuorin cytosolic pH fluorescence; S. cerevisiae; response, % at 10 µM; actives 0.37% (n = 350,000); in the data active = response mostly above about 7.3%, no sharp cut-off; inactive = mostly below about 5.4%; also: actives read high; inactives centre near 0; some compounds called inactive have numbers as strong as hits; reference of the scale not given here
Active calls of the source: *. Some of the compounds tested; count on the stated rates, not on these rows.

CCOC(=O)c1cnc(SCc2nc(N)nc(Nc3ccccc3)n2)nc1N was read as Pemphigus Ab inh 99.2, Arrestin-AP2 inh -0.1, NSD2 inh 5.2, RTF Ca sens inh -1.8, CAL PDZ FP-1 -2.3, DAGLB inhibitor -3.4, LANA DNA inh 2.5, CAL PDZ FP-2 0.9, Keap1 Nrf2 FP -6.4 and V-ATPase pH -1.1.
CCC1CCCCN1C(=O)CSc1nc(N)cc(N)n1 (configuration not stated) was read as Pemphigus Ab inh 98.0, Arrestin-AP2 inh 16.4, NSD2 inh -2.4, RTF Ca sens inh -3.3, CAL PDZ FP-1 -0.6, DAGLB inhibitor -0.4, LANA DNA inh -0.7, Keap1 Nrf2 FP -0.7 and V-ATPase pH 2.1.
`COc1ccc(OCCn2c(C)nc3ccccc32)cc1` gave Pemphigus Ab inh 103.0, NSD2 inh -1.1, DAGLB inhibitor -0.9 and V-ATPase pH 1.2.
CCOC(=O)C1CCCN(S(=O)(=O)c2ccc3ccccc3c2)C1 (configuration not stated) was read as Pemphigus Ab inh 117.3, Arrestin-AP2 inh -7.9, NSD2 inh 2.0, RTF Ca sens inh -7.5, CAL PDZ FP-1 -2.3, DAGLB inhibitor -5.0, LANA DNA inh -2.0, CAL PDZ FP-2 -0.4, Keap1 Nrf2 FP -7.1 and V-ATPase pH 0.9.
Screening COC(=O)c1ccccc1NC(=S)N1CCN(c2ccccc2)CC1 returned Pemphigus Ab inh 91.1, Arrestin-AP2 inh 6.8, NSD2 inh -0.2, RTF Ca sens inh 4.1, CAL PDZ FP-1 -1.3, DAGLB inhibitor -18.6, LANA DNA inh -1.1, CAL PDZ FP-2 -3.9, Keap1 Nrf2 FP -3.8 and V-ATPase pH 1.6.
For O=C(CSc1n[nH]c(=O)n1-c1ccc2c(c1)OCCO2)Nc1ccccc1 the results were Pemphigus Ab inh 101.5, Arrestin-AP2 inh -8.1, NSD2 inh 0.3, RTF Ca sens inh -3.1, CAL PDZ FP-1 -0.6, DAGLB inhibitor 0.3, LANA DNA inh 1.1, CAL PDZ FP-2 -1.0, Keap1 Nrf2 FP 0.0 and V-ATPase pH -1.0.
O=C(NCc1ccccc1Cl)C1CCC(=O)N(CC2CCCCC2)C1 (configuration not stated) was read as Pemphigus Ab inh 101.0, Arrestin-AP2 inh 4.8, NSD2 inh 2.1, RTF Ca sens inh -0.4, CAL PDZ FP-1 -2.7, DAGLB inhibitor -1.8, LANA DNA inh -0.8, CAL PDZ FP-2 -3.2, Keap1 Nrf2 FP -1.6 and V-ATPase pH 0.1.
`Cc1ccc(CNCc2ccccc2Cl)cc1` gave Pemphigus Ab inh 108.2, Arrestin-AP2 inh 20.8, NSD2 inh -2.1, RTF Ca sens inh -19.3, CAL PDZ FP-1 -0.2, DAGLB inhibitor -2.3, LANA DNA inh 0.3, CAL PDZ FP-2 -0.8, Keap1 Nrf2 FP -3.5 and V-ATPase pH 2.7.
`COc1ccc2[nH]c3c(c2c1)CCN1C(=O)C(CC(=O)NCCc2ccccn2)C[C@H](C(=O)N2CCOCC2)[C@@]31CCC1CCCC1` (some centres not stated) gave Pemphigus Ab inh 101.7, Arrestin-AP2 inh 12.1, RTF Ca sens inh -4.0, CAL PDZ FP-1 -0.2, DAGLB inhibitor 1.5, LANA DNA inh 0.4, CAL PDZ FP-2 -1.8, Keap1 Nrf2 FP 2.3 and V-ATPase pH 3.6.
Screening Cc1cnc(C(=O)Nc2ccc(C(=O)N3CCCCC3)cc2)cn1 returned Pemphigus Ab inh 112.1, Arrestin-AP2 inh 25.6, NSD2 inh 0.5, RTF Ca sens inh -5.4, CAL PDZ FP-1 0.1, DAGLB inhibitor -5.0, LANA DNA inh -3.9, CAL PDZ FP-2 -2.7, Keap1 Nrf2 FP -0.4 and V-ATPase pH 1.8.
`COc1ccc(CC(=O)Oc2ccc(Cl)cc2Br)cc1S(=O)(=O)N1CCOCC1` gave Pemphigus Ab inh 94.5, Arrestin-AP2 inh 0.1, NSD2 inh -3.7, RTF Ca sens inh -8.9, CAL PDZ FP-1 -2.0, DAGLB inhibitor -5.8, LANA DNA inh 1.0, CAL PDZ FP-2 3.9, Keap1 Nrf2 FP -0.1 and V-ATPase pH 3.3.
`O=C(c1cc([N+](=O)[O-])ccc1N1CCCC1)N1CCCC1` gave Pemphigus Ab inh 102.3, Arrestin-AP2 inh 4.5, NSD2 inh -0.3, RTF Ca sens inh -3.3, CAL PDZ FP-1 -2.1, DAGLB inhibitor -0.3, LANA DNA inh 1.7, CAL PDZ FP-2 -0.8, Keap1 Nrf2 FP 2.5 and V-ATPase pH 2.4.
For COc1ccc(CCNC(=O)C2CCC(=O)N(CC3CCCCC3)C2)cc1 (configuration not stated) the results were Pemphigus Ab inh 105.3, Arrestin-AP2 inh 2.3, NSD2 inh -0.6, RTF Ca sens inh -2.9, CAL PDZ FP-1 -2.9, DAGLB inhibitor 0.1, LANA DNA inh 1.5, CAL PDZ FP-2 -2.2, Keap1 Nrf2 FP -2.6 and V-ATPase pH -1.5.
`CN(C)/C=C\C(=C/C(=O)C(F)(F)F)Nc1ccccc1Oc1ccccc1` gave Pemphigus Ab inh 97.2, Arrestin-AP2 inh 17.2, NSD2 inh -0.1, RTF Ca sens inh -2.2, CAL PDZ FP-1 -1.3, DAGLB inhibitor -0.7, LANA DNA inh 2.3, CAL PDZ FP-2 6.0, Keap1 Nrf2 FP -2.0 and V-ATPase pH -0.8.
Screening CCOc1ccc(S(=O)(=O)NCCC(=O)NCCc2ccc(OCC)c(OCC)c2)cc1 returned Pemphigus Ab inh 101.1, Arrestin-AP2 inh -6.7, NSD2 inh -1.7, RTF Ca sens inh 2.4, CAL PDZ FP-1 -2.5, DAGLB inhibitor 0.9, LANA DNA inh -1.7, CAL PDZ FP-2 -0.2, Keap1 Nrf2 FP 6.3 and V-ATPase pH -0.2.
For O=C(NNS(=O)(=O)c1ccc([N+](=O)[O-])cc1)C1CCCCC1 the results were Pemphigus Ab inh 118.1, Arrestin-AP2 inh 31.9, NSD2 inh -0.4, RTF Ca sens inh 1.2, CAL PDZ FP-1 -2.3, DAGLB inhibitor -0.8, LANA DNA inh 0.6, CAL PDZ FP-2 -4.8, Keap1 Nrf2 FP -0.4 and V-ATPase pH -4.7.
`CC(=O)c1ccc(OCC(=O)c2cc(C)n(-c3ccc4c(c3)OCO4)c2C)cc1` gave Arrestin-AP2 inh -7.6, NSD2 inh 0.7, RTF Ca sens inh -12.1, CAL PDZ FP-1 -0.9, DAGLB inhibitor -0.5, LANA DNA inh 3.0, CAL PDZ FP-2 -5.7, Keap1 Nrf2 FP -5.7 and V-ATPase pH -1.1.
CC(=O)OCC1(C)CN(c2ccccc2)N(C(=O)c2ccc(F)cc2)C1=O (configuration not stated) was read as Pemphigus Ab inh 85.9, Arrestin-AP2 inh 4.5, NSD2 inh 0.2, RTF Ca sens inh 1.5, CAL PDZ FP-1 -3.8, DAGLB inhibitor 1.5, LANA DNA inh 0.1, CAL PDZ FP-2 4.5, Keap1 Nrf2 FP -3.0 and V-ATPase pH -0.1.
Screening O=C(CSc1nnc(NC(=O)C2CC2)s1)Nc1ccc(F)cc1F returned Pemphigus Ab inh 107.3, Arrestin-AP2 inh -28.7, NSD2 inh -5.9, RTF Ca sens inh -11.7, CAL PDZ FP-1 -2.5, DAGLB inhibitor 0.4, LANA DNA inh -0.6, CAL PDZ FP-2 8.8, Keap1 Nrf2 FP -2.7 and V-ATPase pH 0.7.
CCOc1ncccc1C(=O)Nc1cccc(S(=O)(=O)NC2=NCCC2)c1 was read as Pemphigus Ab inh 105.0, Arrestin-AP2 inh -13.2, NSD2 inh 0.7, RTF Ca sens inh -10.2, CAL PDZ FP-1 0.7, DAGLB inhibitor 2.7, LANA DNA inh 2.2, CAL PDZ FP-2 2.3, Keap1 Nrf2 FP -2.1 and V-ATPase pH -1.7.
For O=C(NCCOc1ccccc1F)c1cc([N+](=O)[O-])ccc1N1CCOCC1 the results were Pemphigus Ab inh 102.0, Arrestin-AP2 inh 21.1, NSD2 inh 0.4, RTF Ca sens inh 1.3, CAL PDZ FP-1 0.6, DAGLB inhibitor 0.5, LANA DNA inh -3.0, CAL PDZ FP-2 0.9, Keap1 Nrf2 FP -5.0 and V-ATPase pH 3.6.
Cc1cccc(CCNC(=O)c2cc(S(=O)(=O)N3CCCC3)cn2C)c1 was read as Pemphigus Ab inh 97.7, Arrestin-AP2 inh 2.0, RTF Ca sens inh 3.8, CAL PDZ FP-1 -0.5, DAGLB inhibitor -0.6, LANA DNA inh 0.6, CAL PDZ FP-2 0.1, Keap1 Nrf2 FP -4.7 and V-ATPase pH 1.9.
`CN(C)c1ccc(/C=N/NC(N)=S)cc1[N+](=O)[O-]` gave Pemphigus Ab inh 111.9, Arrestin-AP2 inh 14.5, NSD2 inh 0.8, RTF Ca sens inh -8.2, CAL PDZ FP-1 -0.6, DAGLB inhibitor 5.3, LANA DNA inh 1.0, CAL PDZ FP-2 5.7, Keap1 Nrf2 FP -5.8 and V-ATPase pH -1.9.
FC(F)(F)c1cccc(Cc2noc(CN3CCCCC3c3ccccn3)n2)c1 (configuration not stated) was read as Pemphigus Ab inh 98.0, Arrestin-AP2 inh -13.6, NSD2 inh 0.5, RTF Ca sens inh 0.3, CAL PDZ FP-1 -0.6, DAGLB inhibitor -4.1, LANA DNA inh -2.0, CAL PDZ FP-2 -3.8, Keap1 Nrf2 FP 1.2 and V-ATPase pH 2.2.
`CC(=O)Oc1cccc(N2C(=O)C3C4C=CC(C4=C(C)C)C3C2=O)c1` (configuration not stated) gave Arrestin-AP2 inh 24.0, NSD2 inh 2.0, RTF Ca sens inh 5.3, CAL PDZ FP-1 -0.4, DAGLB inhibitor -4.8, LANA DNA inh 0.8, CAL PDZ FP-2 4.7, Keap1 Nrf2 FP 0.4 and V-ATPase pH 2.0.
For COc1ccccc1C(=O)NC(=O)COc1ccc([N+](=O)[O-])cc1 the results were Pemphigus Ab inh 99.7, Arrestin-AP2 inh -4.7, NSD2 inh -1.0, RTF Ca sens inh -7.2, CAL PDZ FP-1 -1.2, DAGLB inhibitor -1.9, LANA DNA inh -1.4, Keap1 Nrf2 FP -3.7 and V-ATPase pH 0.2.
